# Bioassay records as filed in PubChem BioAssay.
# SW480 rerep = A quantitative high throughput screen for small molecules that induce DNA re-replication in SW480 colon adenocarcinoma cells; SW480 DNA re-replication, Hoechst DNA content imaging, 48 h; Potency, µM (highest dose often 46.1 µM), inactives show at the top dose re-replication activation, actives largely listed as activators; actives 1.8% (n = 340,000); note: % of control where 0% means no effect; nearly all actives have a fitted effect of over 55% in size
#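 Readout is total intensity of Hoechst-stained nuclei, excited at 405 nm and collected at 500-530 nm. Compound treatment lasted 48 hr at 37 C in 5% CO2 before staining.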
# S2 tox = Viability Counterscreen for Primary qHTS for Inhibitors of ATXN expression; S2 cells (HEK-293 line with an ATXN2-luciferase reporter) viability, CellTiter-Fluor protease fluorescence, 24 h; actives 0.49% (n = 400,000); Potency, µM (top dose mostly 56.7 µM), actives largely listed as cytotoxic; AID 651635, 2014; note: nearly all actives have a fitted effect of over 40% in size
# ATXN2 expr inh = Primary qHTS for Inhibitors of ATXN expression | HEK-293 ATXN2-luciferase reporter, luminescence, 24 h | Potency, µM (doses to about 57 µM), for the others: top-dose activity change, negative = inhibition, usual class: inhibitors | actives 0.72% (n = 360,000) | AID 1745845, 2022; note: % is set by controls: 0 for no effect and ±100 for the full control effect; nearly all actives have a fitted effect of over 55% in size
#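 ATXN2-luciferase reporter cells (luciferase flanked by upstream and downstream ATXN2 gene portions) were treated 24 h at 37 °C with compounds at up to 57 uM. SteadyGlo luminescence gave expression; GF-AFC fluorescence gave viability.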
# HT1080-NT tox = qHTS for induction of synthetic lethality in tumor cells producing 2HG: qHTS for the HT-1080-NT fibrosarcoma cell line; HT-1080-NT fibrosarcoma viability, CellTiter-Glo ATP luminescence, 48 h; actives 1.6% (n = 360,000); Potency, µM (series often up to 46.1 µM), inactives show at the highest dose activity, negative = less viability, hits mostly cytotoxic;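 note: NT is the 2HG producing partner of a matched IDH1 knockdown line; 0% = DMSO-treated cells and -100% = media-only wells without cells; nearly all actives have a fitted effect of over 55% in size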
#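 750 cells/well, RPMI + 5% FBS; 2 h settle, compound pin-transfer, 48 h at 37 degrees C. CellTiter-Glo 10 min RT, luminescence. Normalized to DMSO and media-only wells.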
# MCF10A rereplic = A quantitative high throughput screen for small molecules that induce DNA re-replication in MCF 10a normal breast cells | actives 2.9% (n = 350,000) | MCF 10A DNA re-replication, Hoechst nuclear intensity, 48 h | Potency, µM (doses to about 46.1 µM), for the others: at the top dose activity, positive = re-replication, actives largely listed as activators; note: % of control where 0% means no effect; nearly all actives have a fitted effect of over 50% in size
# HT1080 IDH1KD tx = qHTS for induction of synthetic lethality in tumor cells producing 2HG: qHTS for the HT-1080-IDH1KD cell line; Potency, µM (highest dose often 46.1 µM), for inactives: at the highest dose activity, negative = toxicity, most hits filed as cytotoxic; HT-1080 IDH1 knockdown viability, ATP luminescence, 48 h; AID 686971, 2013; actives 2% (n = 360,000);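 note: 0% = DMSO wells and -100% = cell-free medium wells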
#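 After a 2 h attachment period, IDH1KD HT-1080 cells took pin-transferred compound for 48 h at 37 °C; ATP-based luminescence after 10 min room-temperature reagent incubation reported viability.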
# An asterisk follows results filed as active; i = inactive; ? = inconclusive; · = not tested or not shown; [ ] = another dose, or the depositor's remark. Calls come from the whole dose curve; as a rule, active = well fitted curve in the direction sought with a large enough effect; inconclusive = small, poorly fitted or top-dose-only effect, or another doubt; inactive = no such curve, though single readings can be large; an effect the other way counts as inactive or inconclusive. Potency is the fitted concentration of half-maximal effect. Only part of the results is shown; rates above refer to the full screens.
Compound	ATXN2 expr inh	MCF10A rereplic	HT1080 IDH1KD tx	S2 tox	HT1080-NT tox	SW480 rerep
CC(=O)[C@@H]1CC[C@H]2[C@H]3CC[C@H]4C[C@@H](O)CC[C@]4(C)[C@@H]3C(=O)C[C@@]12C	·	·	·	i	·	·
Cc1c(C(=O)NCc2nccs2)cnn1-c1ncc2c(n1)-c1ccccc1CC2	·	·	·	i	·	·
CN1Cc2c(ccc3c2OCO3)[C@@H]2[C@@H](O)Cc3cc4c(cc3[C@@H]21)OCO4	·	·	·	?	·	·
CCCCC[C@@H](O)C1C(=O)OC(C)[C@H](O)/C=C/C=C/C=C/C=C/C=C(\C)C(O)C(O)C(O)C[C@H](O)C[C@H](O)C[C@H](O)C[C@H](O)C[C@@H]1O (some centres not stated)	·	·	·	i	·	·
CN1[C@@H](C[C@@H](O)c2ccccc2)CCC[C@@H]1C[C@H](O)c1ccccc1	·	·	·	i	·	·
NC(N)=NOCC[C@H](N)C(=O)O	·	·	·	i	·	·
C=C[C@]12CN(C)[C@H]3C1[C@@]1(C(=O)Nc4ccccc41)[C@H]1C[C@H]2[C@H]3CO1	·	·	·	i	·	·
Cc1cnc(SCc2ccccn2)nc1C1CCCN(C(=O)c2ccc(-c3ccccc3F)cc2)C1 (configuration not stated)	·	·	·	i	·	·
COCc1c(C(=O)N2CCC(c3ccccc3)CC2)cnn1-c1nccc(-c2cc(C)sc2C)n1	·	·	·	?	·	·
COc1cccc(C(=O)NCc2nc(-c3cccc(NC(=O)c4ccoc4C)c3)oc2C)c1	·	·	·	?	·	·
C[C@]12N[C@@H](Cc3ccccc31)c1ccccc12	·	·	·	i	·	·
C[C@@H]1[C@H]2Cc3ccc(O)cc3[C@]1(C)CCN2C	·	·	·	i	·	·
CCN1C[C@@]2(COC)[C@H]3[C@@H](OC)[C@H]4C1[C@@]3([C@H](OC)C[C@@H]2O)[C@H]1C[C@@]2(O)[C@@H](OC(=O)c3ccccc3)[C@@H]1[C@@]4(OC(C)=O)[C@H](O)[C@@H]2OC	·	·	·	i	·	·
C[C@H]1[C@H]2Cc3ccc(O)cc3[C@]1(C)CCN2CCc1ccccc1	·	·	·	?	·	·
C[C@@]12CC(=O)[C@H]3[C@@H](CCC4=CC(=O)CC[C@]43C)[C@H]1CCC2=O	·	·	·	i	·	·
CC(C)=CCN1CC[C@]2(C)c3cc(O)ccc3C[C@H]1[C@H]2C	·	·	·	i	·	·
COc1cc2c3cc1Oc1cc(ccc1O)C[C@@H]1c4c(cc(OC)c(O)c4Oc4cccc(c4)C[C@H]3N(C)CC2)CC[N+]1(C)C	·	·	·	i	·	·
CCOC(=O)C1(c2ccccc2)CCCN(C)CC1 (configuration not stated)	·	·	·	i	·	·
COc1ccccc1C(=O)N[C@@H]1c2ccccc2C2(CCN(Cc3nc(C(C)C)cs3)CC2)[C@H]1O	·	·	·	35.5µM*	·	·
CNC(C)CC1CCCCC1 (configuration not stated)	·	·	·	i	·	·
CN(C)CCO	·	·	·	i	·	·
c1cncc([C@@H]2CCCCN2)c1	·	·	·	i	·	·
C=CCN1CC[C@]23c4c5ccc(O)c4O[C@@H]2C(=O)CC[C@]3(O)[C@H]1C5	·	·	·	i	·	·
O=C1C=Cc2ccccc2C1=O	·	?	·	·	·	1.2%
CC(=O)[C@H]1CC[C@H]2C3CC[C@H]4C[C@H](O)CC[C@]4(C)C3CC[C@]12C (some centres not stated)	·	?	·	·	·	3.4%
ClC=C(Cl)Cl	·	-1.3%	·	·	·	-1.2%
CNC(=O)Oc1ccccc1C(=O)Nc1ccccc1	·	3.5%	·	·	·	1.3%
CC12NC(Cc3ccccc31)c1ccccc12 (configuration not stated)	·	-1.3%	·	·	·	-2.3%
Nc1nc(O)c(-c2ccccc2)o1	·	1.4%	·	·	·	-5.1%
C[N+]1([O-])[C@@H]2CC[C@H]1CC(OC(=O)[C@@H](CO)c1ccccc1)C2 (some centres not stated)	·	1.7%[20.6 µM]	·	·	·	-0.5%[20.6 µM]
C=C[C@@H]1CN2CC[C@H]1C[C@H]2[C@H](O)c1ccnc2ccccc12	·	0.5%	·	·	·	-8.5%
C#CC(C)(O)CC (configuration not stated)	·	11.2%	·	·	·	-0.2%
CC(=O)OC1C[C@H](O[C@@H]2C(O)C[C@H](O[C@@H]3C(O)C[C@@H](OC4CC[C@]5(C)C(CCC6C5CC(O)[C@@]5(C)C(C7=CC(=O)OC7)CC[C@@]65O)C4)OC3C)OC2C)O[C@H](C)[C@H]1O[C@H]1OC(CO)C(O)C(O)C1O (some centres not stated)	·	0.119µM*	·	·	·	?
COc1cc(-c2ccc(-[n+]3nc(-c4ccccc4)nn3-c3ccc([N+](=O)[O-])cc3)c(OC)c2)ccc1-[n+]1nc(-c2ccccc2)nn1-c1ccc([N+](=O)[O-])cc1	·	-1.4%	·	·	·	?
CC1(C)S[C@@H]2[C@H](N)C(=O)N2C1C(=O)O (some centres not stated)	·	9.2%[20.6 µM]	·	·	·	-2.0%[20.6 µM]
CC(C)CCC(=O)OC1CCC2C3CCC4=CC(=O)CC[C@]4(C)C3CC[C@]12C (some centres not stated)	·	?	·	·	·	1.4%
CCC1(CC)C(=O)NC(=O)N(C)C1=O	·	5.0%	·	·	·	-1.0%
C=CCN(C1=NCCN1)c1c(Cl)cccc1Cl	·	0.0%	·	·	·	-1.0%
C=CC[N+]1(C)CCC23c4c5ccc(O)c4O[C@H]2C(=O)CC[C@@]3(O)C1C5 (some centres not stated)	·	0.3%	·	·	·	10.4%
CN1C(=O)CC(=O)N(c2ccccc2)c2cc(Cl)ccc21	·	4.4%	·	·	·	-0.4%
ClC(Cl)(Cl)Cl	·	-1.3%	·	·	·	-6.5%
N[C@H]1C[C@H]1c1ccccc1	·	0.1%	·	·	·	-5.9%
C[C@]12CCC3C(CCC4=C(Cl)C(=O)CC[C@@]43C)C1CCC2O (some centres not stated)	·	19.0%	·	·	·	-9.8%
CCN1CCC[C@@H](OC(=O)C(c2ccccc2)c2ccccc2)C1	·	-5.1%[20.6 µM]	·	·	·	-9.0%[20.6 µM]
c1ccc(C2(N3CCCC3)CCCCC2)cc1	·	3.9%	·	·	·	-5.9%
C=C1Nc2ccccc2C(=O)N1c1ccccc1C	·	6.1%	·	·	·	-5.8%
O=C1C=C2C=CC3C[C@@]2(O1)C1CCCCN31 (some centres not stated)	·	21.1µM*	·	·	·	?
c1ccc2sc(SNC3CCCCC3)nc2c1	·	0.2%	·	·	·	-0.4%
COc1cc(N)c(Cl)cc1C(=O)N[C@@H]1CN2CCC1CC2	·	13.8%	·	·	·	0.8%
CN(C)C(=O)Oc1cc(OC(=O)N(C)C)cc([C@@H](O)CNC(C)(C)C)c1	·	1.1%[20.6 µM]	·	·	·	-3.7%[20.6 µM]

# Additional structures follow.
Compound	ATXN2 expr inh	MCF10A rereplic	HT1080 IDH1KD tx	S2 tox	HT1080-NT tox	SW480 rerep
CCCCCCCCCC(=O)O[C@H]1CC[C@H]2[C@@H]3CCC4=CC(=O)CC[C@]4(C)[C@H]3CC[C@]12C	·	?	·	·	·	-5.6%
C[N+]1(C)CCCCC1COC(=O)C(O)(c1ccccc1)c1ccccc1 (configuration not stated)	·	0.0%	·	·	·	-12.3%
O=C1CCO1	·	1.7%	·	·	·	-2.5%
CCN(CC)C(=O)/C(Cl)=C(\C)OP(=O)(OC)OC	·	5.5%	·	·	·	1.4%
CC(N)Cc1ccc(O)cc1 (configuration not stated)	·	-5.4%	·	·	·	-6.5%
CC(C)n1c(=O)c(C=Nc2ccc(Cl)cc2)c(O)n(Cc2ccco2)c1=O	·	-0.8%	·	·	·	-0.2%
ClCC1CO1 (configuration not stated)	·	4.9%	·	·	·	-6.9%
C=C1CC2C(CC[C@]3(C)C(=O)CCC23)[C@]2(C)C=CC(=O)C=C12 (some centres not stated)	·	21.1%	·	·	·	11.6%
O=[N+]([O-])c1ccc(Cl)c(Cl)c1	·	·	24.3%	·	13.2%	·
Cc1c(N)nc([C@H](CC(N)=O)NC[C@@H](N)C(N)=O)nc1C(=O)N[C@H](C(=O)N[C@@H](C)[C@H](O)[C@@H](C)C(=O)N[C@@H](C(=O)NCCc1nc(-c2nc(C(=O)NCCC[S+](C)C)cs2)cs1)[C@@H](C)O)C(O[C@H]1O[C@H](CO)[C@H](O)[C@@H](O)[C@@H]1O[C@H]1O[C@H](CO)[C@@H](O)[C@H](OC(N)=O)[C@H]1O)c1cnc[nH]1 (some centres not stated)	13.7µM*	·	·	·	·	·
COCC1(CO)C(=O)C2CCN1CC2 (configuration not stated)	?	·	·	·	·	·
C[C@]12CC[C@H](O)CC1=CC[C@H]1[C@H]3CCC(=O)[C@@]3(C)CC[C@@H]12	1.7%	·	·	·	·	·
Clc1ccccc1C(c1ccccc1)(c1ccccc1)n1cccn1	?	·	·	·	·	·
CCOC(=O)Nc1ccc(NCc2ccc(F)cc2)cc1N	-7.0%	·	·	·	·	·
CN[C@@H]1Cc2cccc3[nH]c(=O)n(c23)C1	-2.9%	·	·	·	·	·
O=C(Nc1ccncc1)C(=O)c1cn(Cc2ccc(Cl)cc2)c2ccccc12	?	·	·	·	·	·
O=C1CCC[C@@H]2[C@H]3CCCN4CCC[C@@H](CN12)[C@@H]34	-1.1%	·	·	·	·	·
O=C(O)CNC(=O)c1c(O)c2ccccc2n(Cc2ccccc2)c1=O	14.1%	·	·	·	·	·
COc1cc2cc(c1Cl)N(C)C(=O)C[C@H](OC(=O)C(C)C)[C@]1(C)O[C@H]1[C@H](C)[C@@H]1C[C@@](O)(NC(=O)O1)[C@H](OC)C=CC=C(C)C2	-27.8%	·	·	·	·	·
O=S(=O)(CC1CS1)c1ccc(Oc2ccccc2)cc1 (configuration not stated)	-7.2%	·	·	·	·	·
C[C@H]1[C@@H]2Cc3ccc(O)cc3[C@@]1(C)CCN2C	-9.1%[288 µM]	·	·	?	·	·
O=S(=O)(O)C(F)(F)C(F)(F)C(F)(F)C(F)(F)C(F)(F)C(F)(F)C(F)(F)C(F)(F)F	14.8%[116 µM]	·	·	?	·	·
CCCSP(=O)(OCC)SCCC	-3.0%[116 µM]	·	·	i	·	·
COP(=S)(OC)Oc1ccc(S(N)(=O)=O)cc1	15.6%	·	·	i	·	·
C[C@H](CN1CCOCC1)C(C(=O)N1CCCC1)(c1ccccc1)c1ccccc1	?	·	·	?	·	·
C1CN2CCC1CC2	8.0%	·	·	i	·	·
CCc1cc(OC)c(C[C@H](C)N)cc1OC	?	·	·	?	·	·

# Entries of single compounds, quoted from the list.
# CCN(CC)C(=O)/C(Cl)=C(\C)OP(=O)(OC)OC is listed with ATXN2 expr inh: ·; MCF10A rereplic: 5.5%; HT1080 IDH1KD tx: ·; S2 tox: ·; HT1080-NT tox: ·; SW480 rerep: 1.4%
# CN1C(=O)CC(=O)N(c2ccccc2)c2cc(Cl)ccc21 is listed with ATXN2 expr inh: ·; MCF10A rereplic: 4.4%; HT1080 IDH1KD tx: ·; S2 tox: ·; HT1080-NT tox: ·; SW480 rerep: -0.4%
